rCAG RNA binder: binds r(CAG) RNA repeats; r(CAG) RNA repeat, TO-PRO-1 dye displacement fluorescence; inhibition, % at 3 µM; actives 1.3% (n = 370,000); AID 651821;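 active = inhibition above the plate cutoff, the mean of all test compounds on that plate plus 3 SD, cut at about 35% in these data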;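 note: 0% = DMSO alone and 100% = 100 µM mitoxantrone as full dye displacement; higher means more dye released from RNA so lower well fluorescence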
MBD2 inh: MBD2-methylated oligo binding inhibition. AID 686964. actives 0.31% (n = 370,000). TR-FRET, MBD2 binding to methylated oligonucleotide. inhibition, % at 4.4 µM; in the data active = inhibition above about 13%
Target sequence (Q9UBB5 whole entry, looked up): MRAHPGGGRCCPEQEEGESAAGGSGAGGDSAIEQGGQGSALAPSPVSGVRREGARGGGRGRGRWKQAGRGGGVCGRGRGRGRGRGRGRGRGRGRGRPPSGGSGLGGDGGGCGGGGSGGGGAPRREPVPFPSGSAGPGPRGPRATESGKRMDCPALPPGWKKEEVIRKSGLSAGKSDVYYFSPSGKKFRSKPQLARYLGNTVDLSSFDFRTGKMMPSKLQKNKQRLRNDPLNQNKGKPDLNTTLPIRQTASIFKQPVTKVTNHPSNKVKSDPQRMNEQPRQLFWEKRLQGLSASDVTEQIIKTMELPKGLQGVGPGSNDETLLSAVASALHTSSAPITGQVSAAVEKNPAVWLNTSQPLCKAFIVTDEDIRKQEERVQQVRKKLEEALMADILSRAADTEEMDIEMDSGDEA
ABHD4 inh: inhibitors of mouse ABHD4; purified mABHD4, FP-Rh probe fluorescence polarization; inhibition, % at 8.92 µM; actives 0.54% (n = 370,000);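 active = inhibition exceeding the mean over every tested compound plus 3 SD, cut at about 30% in these data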;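 note: 0% = plate median of compound wells and 100% = S159A mutant with DMSO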
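Material: mouse ABHD4 enzyme, wild type; Benchmarks: S159A mutant high control, sample median low control; Buffer or medium: HEPES pH 7.0, NaCl, Pluronic buffer; Signal: fluorescence polarization; Read-out: percent inhibition of probe binding, normalized to plate controls; Timing: pre-incubation 45 min, probe exposure 60 min, at 25 °C; Dosing: 8.92 µM, single dose.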
LEDGF integ inh: blocks HIV-1 LEDGF/p75-dependent DNA integration; TR-FRET IN-LEDGF/p75 DNA integration, Eu/Cy5; inhibition, % at 3.7 µM; AID 743269; actives 0.64% (n = 370,000);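 active = inhibition above the screen-wide mean plus 3 SD, cut at about 13% in these data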;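 note: signal is the Cy5 over europium emission ratio at 671 and 618 nm; 0% = plate median of compound wells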
TDP2 absorb: TDP2 (human) inhibition, absorbance primary screen; AID 720702; recombinant TDP2, T5PNP hydrolysis, p-nitrophenol absorbance 415 nm; inhibition, % at 12.8 µM; O95551; actives 0.34% (n = 370,000);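 active = inhibition above the mean of all tested compounds plus 3 SD, set per campaign, cut at about 25% in these data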;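 note: 0% = DMSO with enzyme and 100% = buffer with substrate but no TDP2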
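test system = human TDP2 enzyme | input = TDP2 enzyme at 120 nM final | medium = 50 mM Tris-HCl pH 7.5 with Mg2+, KCl, DTT, BSA | also added = T5PNP substrate, 5 mM | times = 2 h at 37 °C | technique = epi absorbance | benchmarks = high control without enzyme, low control DMSO plus TDP2 | replication = each compound tested once, singlicate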
NPR2 activator: GC-B (human) receptor activation. activation, % at 10 µM. actives 0.11% (n = 370,000). HEK293-GC-B cells, CNP EC30, cGMP TR-FRET; 0% at EC30 CNP, 100% saturating CNP. P20594;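 active = activation at 10 µM reaching about 35% in either raw or pattern-adjusted values, limit read from the data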
TCR CD3 inh: human TCR-CD3 binding inhibition. TAMRA-labeled TCR probe fluorescence, biochemical. inhibition, % at 9.4 µM. actives 0.37% (n = 360,000); in the data active = inhibition above about 19%;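 note: recombinant mutant TCR 2C K166C tagged with TAMRA read by polarization; 0% = receptor in buffer alone and 100% = receptor with positive control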
SIAE inh: human SIAE inhibition, primary screen | inhibition, % at 9.66 µM | SIAE FP-Rh probe binding, fluorescence polarization | actives 0.69% (n = 370,000) | AID 1053197 | Q9HAT2;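 active = inhibition above a cutoff: mean of compounds within the control limits plus 3 SD of those, cut at about 17% in these data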;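 note: 0% = plate median of compound wells and 100% = probe without SIAE protein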
Target sequence (Q9HAT2 whole entry, looked up): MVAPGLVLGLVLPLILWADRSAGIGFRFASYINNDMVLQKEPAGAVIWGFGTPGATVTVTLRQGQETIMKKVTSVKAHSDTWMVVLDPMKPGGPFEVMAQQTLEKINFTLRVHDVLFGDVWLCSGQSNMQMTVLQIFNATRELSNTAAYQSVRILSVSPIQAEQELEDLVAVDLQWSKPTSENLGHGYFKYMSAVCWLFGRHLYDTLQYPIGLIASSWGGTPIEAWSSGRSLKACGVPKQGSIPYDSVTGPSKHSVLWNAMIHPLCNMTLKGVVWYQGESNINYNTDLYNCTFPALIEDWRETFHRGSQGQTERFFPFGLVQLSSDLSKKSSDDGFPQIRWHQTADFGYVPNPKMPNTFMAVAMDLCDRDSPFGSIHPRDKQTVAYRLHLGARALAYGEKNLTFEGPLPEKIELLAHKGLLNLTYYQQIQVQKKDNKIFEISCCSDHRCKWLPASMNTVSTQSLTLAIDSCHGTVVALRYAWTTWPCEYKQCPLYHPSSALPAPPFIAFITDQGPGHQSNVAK
PRMT1 FP inh: inhibitors of human PRMT1. Q99873. recombinant PRMT1, activity-based probe fluorescence polarization. inhibition, % at 2.79 µM. actives 1.3% (n = 370,000);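 active = inhibition above about 21% made by adding two undisclosed values, limit read from the data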
HTRA1 inh: HTRA1 (human) protease inhibition; Q92743; recombinant HTRA1, FP-rhodamine activity-based probe, fluorescence polarization; inhibition, % at 5.96 µM; actives 0.5% (n = 340,000); AID 504803; in the data active = inhibition above about 36%;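 note: 0% = enzyme with DMSO and 100% = wells lacking enzyme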
* marks the source's active call; other numbers are inactive results; . = not tested or not shown; & = joins results of further samples. A portion of the library, so the mix of outcomes need not match the whole.

[1] COc1ccc(C(=O)NNC(=S)NC(=O)C(C)(C)C)cc1
[2] CC(C)(C)N(Cc1cc2ccccc2[nH]c1=O)C(=O)c1cccnc1
[3] O=C(CNc1nnnn1-c1ccccc1)N1CCCC1
[4] Cc1nnc(NC(=O)C2CCN(S(=O)(=O)c3ccc(F)c(F)c3)CC2)o1
[5] Cc1cc(=O)oc(C)c1C(=O)NCCC(C)C
[6] COc1ccc(Br)cc1CNC(=O)C1CCCN(S(=O)(=O)N2CC(C)CC(C)C2)C1 (stereo not given)

assay / entry,1,2,3,4,5,6
rCAG RNA binder,2,-4,-1,0,1,-1
MBD2 inh,-2,1,8,1,1,3
ABHD4 inh,8,2,7,4,3,-4
LEDGF integ inh,3,-1,-4,1,-2,3
TDP2 absorb,2,-8,0,-11,-6,-8
NPR2 activator,2,-8,-2,-1,-2,-3
TCR CD3 inh,5,6,.,-1,-7,2
SIAE inh,9,0,0,5,4,-7
PRMT1 FP inh,0,-3,3,-1,-1,-1
HTRA1 inh,-1,1,.,3,1,-2

[7] COc1cc2c(cc1OC)C(C1(O)CCCCC1)NCC2 (stereo not given)
[8] O=C(O)C(O)c1ccccc1 (stereo not given)
[9] O=C(COc1ccc2ccc(=O)oc2c1)NC1CCS(=O)(=O)C1 (stereo not given)
[10] CN(c1ccccc1C(=O)Nc1ccc2c(c1)OCCO2)S(C)(=O)=O
[11] CCC(C)C(NC(=O)OC(C)(C)C)C(=O)NC(C)C(N)=O (stereo not given)
[12] C/C(=N\NC(=S)NC1CCCCC1)c1ccc(Cl)c(Cl)c1

assay / entry,7,8,9,10,11,12
rCAG RNA binder,-5,3&1,3,-5,0,3
MBD2 inh,-4,-3&3,0,3,-2,1
ABHD4 inh,1,4&6,-9,3,0,1
LEDGF integ inh,14*,2&1,1,0,1,-5
TDP2 absorb,0,4&1,-1,5,2,-5
NPR2 activator,-3,2&-3,-6,1,-2,-5
TCR CD3 inh,3,1&-3,-2,-3,1,-4
SIAE inh,6,2&3,0,14,10,11
PRMT1 FP inh,-1,-4&0,1,-1,-5,4
HTRA1 inh,-2,3&2,.,0,2,1

[13] CCOC(=O)Cc1c(C)nc2cc(-c3ccc(C(C)(C)C)cc3)[nH]n2c1=O
[14] O=C(NCCCN=C1NS(=O)(=O)c2ccccc21)c1ccc(S(=O)(=O)N2CCCCC2)cc1
[15] Nn1cc(-c2ccccc2)nc1SCC(=O)N1CCN(S(=O)(=O)c2ccccc2)CC1
[16] Cc1ccc(S(=O)(=O)N(C)c2ccc(OCC(=O)OCc3c(C)noc3C)cc2)cc1
[17] COc1ccc(C(C(=O)NC2CCCC2)N(C(=O)c2snc(-c3ccc(F)cc3)c2N)c2ccccc2)cc1 (stereo not given)
[18] CCOC(=O)c1ccc(N2C(=O)CC(N3CCC(Nc4ccc(F)cc4)CC3)C2=O)cc1 (stereo not given)

assay / entry,13,14,15,16,17,18
rCAG RNA binder,4,4,1,-4,1,1
MBD2 inh,4,0,1,3,-6,-8
ABHD4 inh,-4,2,-5,-10,5,-1
LEDGF integ inh,-1,3,0,3,-1,1
TDP2 absorb,14,5,7,4,4,-16
NPR2 activator,-6,-2,2,-2,-1,2
TCR CD3 inh,1,-2,8,6,-1,1
SIAE inh,3,0,-4,6,-2,7
PRMT1 FP inh,-1,3,5,-1,-2,6
HTRA1 inh,-8,-1,-2,-9,-1,-4

[19] CCOC(=O)[C@]12CCCC=C1N(Cc1ccccc1)C(=O)[C@H](CC(=O)NCc1cccc3ccccc13)C2
[20] O=C(CNC(=O)[C@@H]1Cc2ccccc2CN1)NC1CCCCC1
[21] O=C(Nc1ccccc1C(=O)Nc1nccs1)c1ccccc1
[22] COc1cc(-c2nnc(SCC(=O)N(C)C3CCS(=O)(=O)C3)o2)cc(OC)c1OC (stereo not given)
[23] CCCn1c(=O)c2ccccc2n2c(=S)[nH]nc12
[24] CCCCn1c(N)c(N(CC(C)C)C(=O)c2ccncc2)c(=O)[nH]c1=O

assay / entry,19,20,21,22,23,24
rCAG RNA binder,5,-1,5,-5,11,-1
MBD2 inh,1,1,5,1,-2,1
ABHD4 inh,-9,2,-10,5,-3,-7
LEDGF integ inh,1,-4,-1,-6,-4,4
TDP2 absorb,-1,3,3,1,15,-8
NPR2 activator,-3,9,-2,-4,-2,-5
TCR CD3 inh,11,-7,3,-7,4,5
SIAE inh,-2,2,-3,0,3,4
PRMT1 FP inh,-2,2,2,1,-1,-8
HTRA1 inh,.,8,.,3,0,-2

[25] CCc1oc(-c2ccc(OC)cc2)c(C(=O)OCCCCCO)c1C(C)OCCO (stereo not given)
[26] NC(=O)CSc1nc2ccc([N+](=O)[O-])cc2[nH]1
[27] c1ccc(CC2CCN(Cc3nc(-c4ccccc4)no3)CC2)cc1
[28] COc1ccccc1OCC(=O)N1CC2(C)CC1CC(C)(C)C2 (stereo not given)
[29] Cn1cc([N+](=O)[O-])c(C(=O)NNC(=O)c2ccc([N+](=O)[O-])cc2Cl)n1
[30] CCOc1ccc(CCNC(=O)Cn2nc(C)c3c(C)n(-c4ccccc4)nc3c2=O)cc1OCC

assay / entry,25,26,27,28,29,30
rCAG RNA binder,0,5,-1,-6,2,-2
MBD2 inh,-1,-2,2,7,2,-4
ABHD4 inh,-5,4,-2,-3,-5,5
LEDGF integ inh,3,3,3,-2,3,2
TDP2 absorb,4,-1,3,-12,9,-11
NPR2 activator,0,2,0,-1,4,-4
TCR CD3 inh,0,11,3,-1,2,4
SIAE inh,-5,7,3,-5,2,-8
PRMT1 FP inh,-5,1,-2,2,-2,-1
HTRA1 inh,.,2,-32,-1,0,4

Two entries from above, with each value named:
26. NC(=O)CSc1nc2ccc([N+](=O)[O-])cc2[nH]1
  rCAG RNA binder: 5
  MBD2 inh: -2
  ABHD4 inh: 4
  LEDGF integ inh: 3
  TDP2 absorb: -1
  NPR2 activator: 2
  TCR CD3 inh: 11
  SIAE inh: 7
  PRMT1 FP inh: 1
  HTRA1 inh: 2
27. c1ccc(CC2CCN(Cc3nc(-c4ccccc4)no3)CC2)cc1
  rCAG RNA binder: -1
  MBD2 inh: 2
  ABHD4 inh: -2
  LEDGF integ inh: 3
  TDP2 absorb: 3
  NPR2 activator: 0
  TCR CD3 inh: 3
  SIAE inh: 3
  PRMT1 FP inh: -2
  HTRA1 inh: -32

The results go on.
[31] COc1ccc(OC)c(NC(=O)c2cc(-c3ccc(F)cc3OC(C)C)n[nH]2)c1
[32] CC(C)c1cc(C(=O)Nc2cc(Br)ccc2O)no1
[33] COc1cc(C(C#N)N2CCOCC2)ccc1O (stereo not given)
[34] COCCN(Cc1cc2cc(C)ccc2[nH]c1=O)S(=O)(=O)c1ccc(Cl)cc1
[35] O=C1N[C@@H](Cc2cn(S(=O)(=O)c3ccccc3)c3ccccc23)C(=O)N[C@H]1Cc1ccccc1
[36] CCOC(=O)C1=C(COC(=O)CCOc2ccccc2)NC(=O)NC1C (stereo not given)

assay / entry,31,32,33,34,35,36
rCAG RNA binder,7,8,3,-1,2,0
MBD2 inh,-4,2,1,0,2,1
ABHD4 inh,-40,-1,-8,7,-3,4
LEDGF integ inh,4,-2,1,1,1,-2
TDP2 absorb,-3,2,-10,9,1,2
NPR2 activator,-3,-5,4,-6,-4,2
TCR CD3 inh,3,-4,-2,1,2,5
SIAE inh,-40,-1,4,-3,5,-2
PRMT1 FP inh,-3,1,3,1,0,2
HTRA1 inh,.,-6,-6,-6,2,-6

[37] Cc1ccccc1C(=O)Nc1ccccc1N1CCN(C(=O)c2ccccc2)CC1
[38] Cc1onc(-c2ccccc2)c1C(=O)Nc1ccc2c(C)cc(=O)oc2c1
[39] CC1CCc2c(sc3ncn(N)c(=N)c23)C1 (stereo not given)
[40] CN(CC(O)CN)CC(O)CN1CCCCC1 (stereo not given)
[41] O=C(COc1ccc(Cl)cc1Cl)Nc1nc2n(n1)C(c1ccccc1)CC(=O)N2 (stereo not given)
[42] O=S(=O)(Nc1cccc(-c2cn3cccnc3n2)c1)c1ccc(-c2ccccc2)cc1
[43] Cn1c(C(=O)N2CCCC(C(=O)NCc3ccc4c(c3)OCO4)C2)cc2sccc21 (stereo not given)

assay / entry,37,38,39,40,41,42,43
rCAG RNA binder,-9,1,6,-4,0,17,2
MBD2 inh,3,-5,-8,-3,6,4,-5
ABHD4 inh,3,0,1,7,-2,-92,7
LEDGF integ inh,-2,-1,2,2,2,-2,0
TDP2 absorb,-7,3,6,-4,-2,7,6
NPR2 activator,-3,-6,2,2,0,-3,2
TCR CD3 inh,5,-7,2,-1,-8,-5,5
SIAE inh,1,-6,13,6,1,-54,3
PRMT1 FP inh,1,1,-4,-2,5,3,0
HTRA1 inh,4,-9,6,6,8,-85,-2

Of the compounds above, these have an aryl methoxy group:
[1] COc1ccc(C(=O)NNC(=S)NC(=O)C(C)(C)C)cc1
[6] COc1ccc(Br)cc1CNC(=O)C1CCCN(S(=O)(=O)N2CC(C)CC(C)C2)C1 (stereo not given)
[7] COc1cc2c(cc1OC)C(C1(O)CCCCC1)NCC2 (stereo not given)
[17] COc1ccc(C(C(=O)NC2CCCC2)N(C(=O)c2snc(-c3ccc(F)cc3)c2N)c2ccccc2)cc1 (stereo not given)
[22] COc1cc(-c2nnc(SCC(=O)N(C)C3CCS(=O)(=O)C3)o2)cc(OC)c1OC (stereo not given)
[25] CCc1oc(-c2ccc(OC)cc2)c(C(=O)OCCCCCO)c1C(C)OCCO (stereo not given)
[28] COc1ccccc1OCC(=O)N1CC2(C)CC1CC(C)(C)C2 (stereo not given)
[31] COc1ccc(OC)c(NC(=O)c2cc(-c3ccc(F)cc3OC(C)C)n[nH]2)c1

assay / entry,1,6,7,17,22,25,28,31
rCAG RNA binder,2,-1,-5,1,-5,0,-6,7
MBD2 inh,-2,3,-4,-6,1,-1,7,-4
ABHD4 inh,8,-4,1,5,5,-5,-3,-40
LEDGF integ inh,3,3,14*,-1,-6,3,-2,4
TDP2 absorb,2,-8,0,4,1,4,-12,-3
NPR2 activator,2,-3,-3,-1,-4,0,-1,-3
TCR CD3 inh,5,2,3,-1,-7,0,-1,3
SIAE inh,9,-7,6,-2,0,-5,-5,-40
PRMT1 FP inh,0,-1,-1,-2,1,-5,2,-3
HTRA1 inh,-1,-2,-2,-1,3,.,-1,.

[33] COc1cc(C(C#N)N2CCOCC2)ccc1O (stereo not given)

assay / entry,33
rCAG RNA binder,3
MBD2 inh,1
ABHD4 inh,-8
LEDGF integ inh,1
TDP2 absorb,-10
NPR2 activator,4
TCR CD3 inh,-2
SIAE inh,4
PRMT1 FP inh,3
HTRA1 inh,-6

Screening results from PubChem.
